beta cell repl: MIN6 beta-cell proliferation induction; proliferation, % at 10 µM; AID 2380; MIN6 cells proliferation, ATPlite luminescence, 48 h; cells starved in 0.2% serum; 100% = growth in 10% serum; actives 0.29% (n = 330,000);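 active = compounds whose signal lies at least 3.5 SD above the mean of all wells on their plate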;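 note: 0% = DMSO-treated cells in low-serum medium and 100% = 10% serum control; some compounds called inactive have numbers as strong as hits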
MPTP block: inhibitors of mitochondrial permeability transition pore; isolated mouse mitochondria, Ca2+ swelling absorbance, 30 min; inhibition, % at 10 µM; actives 1.4% (n = 360,000); AID 602449;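 active = inhibition of 50% or more, scaled per plate between neutral and stimulator controls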;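 note: 0% = DMSO wells given calcium and 100% = 1 mM EGTA wells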
mIAP act: increases mouse intestinal alkaline phosphatase activity. activation factor at 10 µM. actives 0.24% (n = 330,000). muIAP, CDP-Star luminescence, 30 min; hits give high values; 1 = vehicle-only enzyme signal, 0 = enzyme-free wells;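 active = activation factor of at least 2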; note: the source names both 10 and 20 µM as test concentration; values of inactives mirror those of a sister screen read the other way
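System: mouse IAP enzyme. Reagent: CDP-Star chemiluminescent phosphatase substrate. Benchmarks: DMSO wells, no-enzyme wells. Times: 30 min enzyme-substrate-compound incubation at room temperature. Detection: luminescence from enzymatic CDP-Star hydrolysis. Doses: test compounds delivered from DMSO solution.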
A3G deaminase: blocks human APOBEC3G single-stranded DNA deamination; inhibition, % at 20 µM; actives 0.28% (n = 330,000); Q9HC16; AID 493012; recombinant A3G, ssDNA deamination FAM/TAMRA fluorescence;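 active = inhibition of at least 40% at 20 µM, with no more than 30% in the related APOBEC3A deaminase screen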;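 note: plate controls were DMSO wells with A3G for no effect and wells lacking A3G enzyme for full effect; some compounds called inactive have numbers as strong as hits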
Target sequence (Q9HC16 whole entry, looked up): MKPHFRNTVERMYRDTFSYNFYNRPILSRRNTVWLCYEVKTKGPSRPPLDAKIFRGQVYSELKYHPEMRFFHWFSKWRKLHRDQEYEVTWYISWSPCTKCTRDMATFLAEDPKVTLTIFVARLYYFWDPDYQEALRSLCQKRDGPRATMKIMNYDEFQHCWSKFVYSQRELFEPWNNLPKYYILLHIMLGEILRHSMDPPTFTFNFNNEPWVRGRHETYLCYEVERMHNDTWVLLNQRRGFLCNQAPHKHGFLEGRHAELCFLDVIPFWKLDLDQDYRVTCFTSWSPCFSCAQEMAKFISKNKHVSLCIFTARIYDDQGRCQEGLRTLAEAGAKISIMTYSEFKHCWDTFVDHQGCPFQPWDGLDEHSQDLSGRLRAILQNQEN
hIAP activ: human IAP activation. purified human IAP, CDP-Star luminescence, 30 min; hits give high values; 1 = vehicle-only enzyme, 0 = enzyme-free background. P09923. AID 2524. actives 0.16% (n = 330,000). activation factor at 10 µM;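 active = activation factor of the enzyme at least 2-fold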; note: the source names both 10 and 20 µM as test concentration; values of inactives mirror those of a sister screen read the other way
Target sequence (P09923 whole entry, looked up): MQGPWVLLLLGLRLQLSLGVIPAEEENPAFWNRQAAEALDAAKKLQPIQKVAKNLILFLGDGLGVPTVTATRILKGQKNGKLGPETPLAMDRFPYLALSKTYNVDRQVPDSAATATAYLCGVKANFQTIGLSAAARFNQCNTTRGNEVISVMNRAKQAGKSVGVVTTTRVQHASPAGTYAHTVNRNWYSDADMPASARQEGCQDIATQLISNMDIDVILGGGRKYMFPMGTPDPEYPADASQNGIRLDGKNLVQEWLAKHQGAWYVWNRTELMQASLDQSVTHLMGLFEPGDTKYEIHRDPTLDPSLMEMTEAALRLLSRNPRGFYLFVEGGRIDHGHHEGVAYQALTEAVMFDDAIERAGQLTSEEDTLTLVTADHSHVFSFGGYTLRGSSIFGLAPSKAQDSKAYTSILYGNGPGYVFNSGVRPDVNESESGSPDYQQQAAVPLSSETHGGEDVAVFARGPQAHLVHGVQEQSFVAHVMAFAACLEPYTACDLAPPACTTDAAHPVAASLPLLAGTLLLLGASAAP
APOBEC3A inh: inhibitors of human APOBEC3A DNA deaminase. P31941. recombinant A3A, FAM/TAMRA ssDNA deamination fluorescence. inhibition, % at 20 µM. actives 0.41% (n = 330,000);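 active = at least 40% inhibition at 20 µM here, with at most 30% in a related deaminase screen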;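 note: plate controls were A3A with DMSO for no effect and wells lacking A3A enzyme for full effect; some results filed as inactive read as strong as hits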
GRIN3A LBD mod: NR3A (human) ligand-binding domain modulation. NR3A LBD differential scanning fluorimetry, Tm shift; 0% = protein alone, 100% = glycine-bound protein. Tm shift relative to glycine control, % at 25 µM. actives 2.5% (n = 340,000). AID 1259313;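 active = melting temperature shift of at least 10% of the positive control shift, at one fixed dose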
hIAP block: human IAP inhibition | inhibition, % at 10 µM | actives 0.12% (n = 330,000) | purified IAP, CDP-Star luminescence, 30 min;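 active = inhibition reaching a set limit with compound at 10 µM in the primary screen, cut at about 35% in these data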;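 note: plate controls were DMSO wells with enzyme for no effect and no-enzyme buffer wells for full effect; values of inactives mirror those of a sister screen read the other way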
mIAP block: blocks mouse intestinal alkaline phosphatase. purified mouse IAP, CDP-Star luminescence, 30 min. inhibition, % at 10 µM. actives 0.2% (n = 330,000);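 active = inhibition of at least 40% at 10 µM in the primary screen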;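 note: plate controls were DMSO with enzyme for no effect and no enzyme wells for full effect; values of inactives mirror those of a sister screen read the other way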
The depositor's hits bear a star; . = no result given.

SMILES	beta cell repl	MPTP block	mIAP act	A3G deaminase	hIAP activ	APOBEC3A inh	GRIN3A LBD mod	hIAP block	mIAP block
CSc1sc(-c2ccnc(SCC(=O)C(C)(C)C)n2)c2c1C(=O)CC(C)(C)C2	-2	3.6	0.92	-6	1.1	-1	2	-11	8
COc1ccc(CNC(=S)NCc2ccc(OC)cc2)cc1	1	-1.7	1.2	-2	1	-2	1	0	-17
Oc1ccc(Cl)cc1C1=NNC(c2cccs2)C1 (stereo not given)	-6	5.1	1.1	-4	0.94	0	-1	6	-5
Cc1cc2c(cc1C)N(CC(=O)N1CCCC1)C(=O)CC(c1ccccc1)=N2	2	-1.2	1	1	0.99	2	-4	1	-2
O=C(CN1CCC(O)(c2ccc(F)cc2)CC1)NCc1ccc(F)cc1	2	-0.5	0.93	-3	0.92	1	-2	8	7
C=CCNC(=S)NNC(=O)c1cc(-c2cccnc2)nc2ccccc12	-3	-0.4	0.95	-8	1.8	-2	-3	-84	4
NC(=O)c1cc(N2C(=O)C=CC2=O)ccc1Cl	2	6.4	1	1	1	3	-3	-3	-1
COc1ccc(NC(=O)c2n[nH]c(=O)c3ccccc23)cc1S(=O)(=O)N1CCCCC1	-3	3.6	1.1	-1	1	3	26*	-2	-10
Cc1c(NC(=O)C2CCCNC2=O)c(=O)n(-c2ccccc2)n1C (stereo not given)	2	-1.4	0.95	-1	1.1	-1	2	-13	5
COC1(OC)C=CC(=O)C=C1NC(=O)c1ccccc1OC(C)=O	-7	-0.1	1.1	-10	1	-9	3	-2	-14
CC(C)C(=O)Nc1nnc(SCC(=O)Nc2ccc3c(c2)OCCO3)s1	-6	0.1	1	-2	1	-8	5	0	-4
CC(C)c1cc(C(F)(F)F)n2nc(C(=O)Nc3ccc(-n4cnnn4)cc3)cc2n1	-3	1.5	0.94	0	1.1	2	-1	-9	6
Cc1cc(C)n(CCc2nc3c4ccccc4n(CC#N)c(=O)n3n2)n1	-3	1.2	1	-2	0.91	1	1	9	-4
O=c1[nH]cccc1-c1nc2ccccc2n1Cc1ccc(Cl)cc1	6	1.2	0.9	-7	1.1	-5	0	-6	10
CC1=CN2C(=N)/C(=C/c3cn(CCCOc4ccccc4C)c4ccccc34)C(=O)N=C2S1	0	-0.7	0.92	-9	1.1	1	-1	-5	8
Cc1cccc(C2C3=C(CCCC3=O)N=C3c4ccccc4C(=O)C32)c1 (stereo not given)	-3	15	1	3	1.3	9	-4	-26	-4
CC1CCc2sc(C(=O)N/N=C/c3ccc([N+](=O)[O-])cc3)cc2C1 (stereo not given)	0	6.3	0.92	-3	0.76	0	-2	24	8
CC(C)c1ccc(NC2CCCN(C(=O)CCN3CCCC3=O)C2)cc1 (stereo not given)	-2	0.7	1	-3	1.2	-8	0	-16	-2
Cc1ccc(C(=O)O)cc1NC(=S)NC(=O)c1ccc(-c2ccc(Cl)cc2)o1	-3	3.8	0.85	-4	1	-2	2	0	14
COCC1CCCCN1C(=O)c1ccc2oc(CCCc3ccccc3)nc2c1 (stereo not given)	0	1.3	0.95	-3	1.3	-2	6	-25	4
COc1ccc(CCC(=O)Nc2ccc(OC)c(S(=O)(=O)N3CCCCC3)c2)cc1OC	-4	-0.8	1.1	-9	0.83	-3	-1	17	-6
COc1cc(NS(=O)(=O)c2ccc(Cl)cc2)c(C(=O)O)cc1OC	0	-0.2	1	-6	0.95	4	5	5	-3
O=C1C2CC=C(Cl)CC2C(=O)N1CN(Cc1ccco1)CN1C(=O)C2CC=C(Cl)CC2C1=O (stereo not given)	-1	0.8	0.89	19	0.87	15	-1	13	11
CCc1n[nH]c(=S)n1/N=C/c1c[nH]c2ccc(Br)cc12	-2	-0.6	0.91	-6	1.2	0	3	-17	9
CCOC(=O)c1ccc(NC(=O)COc2cc(=O)n(CC)c3ccccc23)cc1	-1	-0.8	0.83	-4	1	-4	0	-3	17
CC(C)CC(NC(=O)OC(C)(C)C)C(=O)NC(C(=O)N1CCCC1C(N)=O)C(C)C (stereo not given)	-4	-0.2	0.98	-3	1.1	3	1	-9	2
Cc1cc(SCc2cc(=O)[nH]c3ccccc23)nc2ccccc12	-2	1.6	0.94	-6	0.93	4	0	7	6
N#Cc1c(-c2ccco2)cc(-c2ccccc2)[nH]c1=O	1	0.1	0.63	16	1.1	19	0	-12	37
Cc1ccc(S(=O)(=O)C2(C(=O)NC3CCCCC3C)CC2)cc1 (stereo not given)	-1	-0.5	0.99	-7	1	-3	2	-1	1
CCn1c(CNC(=O)COc2ccc(C(C)C)cc2)nnc1SCC(=O)Nc1cc(F)ccc1C	1	0.9	1	23	0.87	78*	-41	13	-3
CNC(=O)[C@@H]1C[C@H]1[C@@H](NC(=O)CNC(=O)OCc1ccccc1)c1ccccc1	-8	.	1	-13	0.99	-3	-1	1	-1
CC(=O)Nc1cccc(Oc2nc(-c3ccccn3)nc3ccccc23)c1	3	-0.7	1	-3	0.95	3	0	5	-1
O=c1oc2ccccc2cc1-c1csc(Cc2nc(-c3ccc(Cl)cc3)cs2)n1	0	12	0.91	-8	1	-4	1	-1	9
N=C1C(c2nc3ccccc3s2)=C(O)CN1NC(=O)c1c[nH]c2ccccc12	4	1.2	0.97	0	1.3	1	-6	-26	3
O=Cc1ccc(-n2cc(C=O)c3ccccc32)cc1	-2	-0.6	1	-5	1.1	3	0	-12	-4
O=C(CCCC(=O)OCC(F)(F)C(F)F)Nc1nccs1	-3	0.6	0.95	-3	1.3	-2	-1	-26	4
O=C(C1CCCN(S(=O)(=O)c2cnc[nH]2)C1)N(CCc1ccccc1)Cc1ccccc1 (stereo not given)	-2	-0.1	0.92	2	1.1	3	-1	-7	8
COc1ccc(-c2c(C#N)c(N)nc3c2CCCC3)cc1OC	-3	0.4	0.96	-5	0.87	-2	-1	13	4
COc1ccc(O)c(/C=N/c2nc3ccccc3n2C)c1	1	-0.6	0.9	-5	1	-9	-1	0	10
Cc1cc(Cn2ccnc2)c(C)cc1Cn1ccnc1	2	-1.9	0.99	-7	0.83	0	-1	17	1
CCc1cc(C(=O)N=Nc2c(O)[nH]c3ccc([N+](=O)[O-])cc23)c2ccccc2n1	-2	13	0.96	-3	1.4	3	6	-35	4
CCCN(CC(=O)Nc1c(C)cccc1CC)C(=O)SCC	-2	2.3	1	-4	0.94	-4	-1	6	-4
Cc1[nH]c2ccccc2c1/C=N/Nc1nc(N2CCCCC2)nc(N2CCCCC2)n1	-6	0.9	0.97	-4	0.87	-5	5	13	2
Nc1nc(SCCO)[nH]c(=O)c1NC(=O)c1ccco1	4	-2.3	1	-7	0.9	-6	1	10	-1
O=C(c1cccnc1)N(Cc1ccccc1)C1(C(=O)Nc2ccccc2)CCCCC1	2	0.5	1.1	-3	1.2	-1	0	-15	-9
O=C(Nc1ccc(N2CCN(C(=O)c3cccs3)CC2)cc1)c1ccccc1Cl	-3	-2.2	0.98	-11	1.1	-2	-5	-11	2
S=c1[nH]nc(-c2cccs2)n1/N=C/c1c(Cl)cccc1Cl	-2	-3.1	0.97	30	0.96	0	-4	4	3
COc1ccc(C(C(=O)OC(C)CN(C)C)c2ccccc2)cc1 (stereo not given)	-1	-0.6	1.1	-2	0.77	0	0	23	-5
COc1ccccc1N(Cc1cc2ccc(C)cc2[nH]c1=O)C(C)=O	-2	0.6	1	-1	1.1	1	-2	-10	-4
Cc1ccc(/C=C2/NC(=O)[C@H](C)NC2=O)cc1	-1	0.5	0.88	-4	0.83	-4	0	17	12
COc1cc(C2(c3ccc(O)c(OC)c3)C(=O)Nc3c(C)cc(Br)cc32)ccc1O	-3	-1.5	1	-5	1	-1	-7	-4	-3
N#Cc1cccnc1Nc1ccc(Cl)cc1	0	-1.0	1	-5	1.5	-2	-2	-55	-5
CN1CCN(/C(=N\S(=O)(=O)c2ccc(F)cc2)c2ccccc2)CC1	-2	0.4	0.91	-3	0.89	-2	0	11	9
CCO[C@H]1OC(C(=O)NCc2nc3ccccc3[nH]2)=C[C@@H](C2CC2)[C@@H]1CCCO	-4	-1.5	0.93	-7	1	1	-3	-3	7
COc1ccc(C(=O)CSc2cc(C)nc(SCC(=O)c3ccc(C)cc3)n2)cc1	0	1.5	1.1	-1	1	0	0	-1	-11
Cn1cc(CCNC(=O)c2ccc3nc(Cc4ccccc4F)oc3c2)cn1	1	-1.6	0.98	-10	1	-8	-3	-4	2
CCN1C(=O)c2cccc3c(Cl)ccc(c23)C1=O	5	-4.6	1	-10	0.89	3	1	11	0
O=C(Cn1cc([N+](=O)[O-])cn1)Nc1ccn(Cc2c(F)c(F)c(F)c(F)c2F)n1	-3	-0.4	0.96	-1	1.2	-2	-1	-23	4
CCCCC(=O)N1CCN(c2nc(-c3ccc(F)cc3)cs2)CC1	-5	-0.9	0.91	-7	0.91	-6	-2	10	9
CC(=O)Nc1nc(NC(=O)C(Cl)(Cl)Cl)n(-c2ccccc2)n1	3	-0.7	0.97	-12	1.2	2	10	-17	3

(next part)
SMILES	beta cell repl	MPTP block	mIAP act	A3G deaminase	hIAP activ	APOBEC3A inh	GRIN3A LBD mod	hIAP block	mIAP block
COc1ccc2nc(C)cc(Sc3nc4ccccc4s3)c2c1	-5	16	0.91	-8	0.99	-2	0	1	9
COc1cc(OC)c(OC)cc1CNc1nnnn1C	-3	0.9	0.97	-6	0.85	-4	1	14	3
CCc1ccc(-c2ccc3nnc(SC)n3n2)cc1	-4	0.6	0.94	-8	1.4	-6	1	-38	6
CCOc1cccc(NC(=O)C2CC(=O)NC(=Nc3ccccc3)S2)c1 (stereo not given)	-3	-4.6	0.99	-2	1.1	3	-11	-5	1
O=C(c1ccncc1)N1N=C(c2ccc(Br)cc2)CC1c1ccccc1O (stereo not given)	-3	-0.6	0.93	-5	0.98	0	-10	2	7
COC(=O)C1=C(N)N(c2ccccc2F)C2=C(C(=O)CC(C)(C)C2)C1c1ccc(OC)c(OC)c1 (stereo not given)	0	-0.1	1.1	-4	1.1	-1	1	-9	-7
CN(C)CCN(C(=O)c1ccc(S(=O)(=O)N(C)C)cc1)c1nc2cc3c(cc2s1)OCCO3	2	-0.9	0.95	-4	0.85	0	0	14	5
N#Cc1ccccc1CN1C(=O)S/C(=C/c2cccn2-c2ccc(C(=O)O)cc2)C1=O	-3	-0.3	0.96	14	1.1	44*	-1	-14	4
COc1ccc(-c2cc(=O)oc3cc(OCC(C)=O)ccc23)cc1	-1	-1.2	0.96	-2	1	2	0	-1	4
CN1CCN(C(=O)c2cc([N+](=O)[O-])ccc2Cl)CC1	-3	0.1	1	-2	1.1	-4	-1	-6	-1
C=CCNC(=O)c1ccccc1NC(=O)COc1ccccc1	8.4*	2.1	0.98	-1	0.98	-2	0	2	2
c1coc(-c2nc3nc4ccccc4n3nc2-c2ccco2)c1	-1	-0.3	1.1	2	1	0	-1	0	-6
COC(=O)CCc1sc(Nc2ccccc2)nc1-c1ccc(OC)cc1	-1	-1.0	0.85	8	0.84	-3	-11	16	15
Cc1ccc(/C(N)=N/OC(=O)c2ccc3ccccc3c2)cc1	-6	0.5	1.1	19	1	3	27*	0	-8

3 compounds from above, sorted by count of non-hydrogen atoms, high to low:
SMILES	beta cell repl	MPTP block	mIAP act	A3G deaminase	hIAP activ	APOBEC3A inh	GRIN3A LBD mod	hIAP block	mIAP block
COC(=O)CCc1sc(Nc2ccccc2)nc1-c1ccc(OC)cc1	-1	-1.0	0.85	8	0.84	-3	-11	16	15
C=CCNC(=O)c1ccccc1NC(=O)COc1ccccc1	8.4*	2.1	0.98	-1	0.98	-2	0	2	2
CCc1ccc(-c2ccc3nnc(SC)n3n2)cc1	-4	0.6	0.94	-8	1.4	-6	1	-38	6
